aGlu spleen mod: inhibits or activates alpha-glucosidase in human spleen homogenate | AID 2112 | human spleen homogenate, 4-MU-alpha-glucoside fluorescence | 240,000 compounds, 0.006% hits | P10253 | Potency, µM (series often up to 79.9 µM), for inactives: at the highest dose activity change, negative = inhibition, usual class: inhibitors;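 also: potency is read from the fitted curve at half-maximal effect; 0% = enzyme with vehicle and -100% = no enzyme basal signal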
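AC50 values come from Hill-equation fits of concentration-response data, normalized to no-enzyme and full-activity controls. Enzyme source: 1 ug human spleen homogenate; 1 mM fluorogenic 4-MU glucoside, pH 5.0 citrate buffer, 37 C, 40 min.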
HttQ103 aggreg: inhibitors of mutant huntingtin aggregate formation in PC12 cells | PC12 HttQ103-GFP aggregates, Acumen cytometry, 40 h | Potency, µM (highest dose often 46.1 µM), without a hit: at the highest dose activity change, negative = inhibition, hits mostly inhibitors | 220,000 compounds, 1.1% hits | AID 1688; also: potency is read from the fitted curve at half-maximal effect; % is scaled to controls: 0 for no effect and ±100 for the full control effect; nearly all actives have a fitted effect of over 60% in size
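Huntingtin Q103 exon 1–GFP aggregates in induced PC12 cells (100 nM tebufenozide) were quantified by cytometry from lysates, with compounds dosed in titration.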
Lamin A splicing: modulators of lamin A splicing | HeLa LMNA splicing GFP/RFP minigene ratio, 48 h | Potency, µM (highest dose often 46.1 µM), for inactives: at the highest dose ratio change, negative = inhibition, hits mostly inhibitors | 200,000 compounds, 0.01% hits | AID 1487; active = well fitted inhibition curve with a large enough effect in the signal ratio, with a control signal flat, not every such curve was filed as active; inconclusive = small, poorly fitted or top-dose-only effect, or effect the other way, or a change in a side signal; the % refers to the signal ratio; also: potency is read from the fitted curve at half-maximal effect; % is scaled to controls: 0 for no effect and ±100 for the full control effect
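Read-out is the ratio of GFP to DsRed2 object intensity, acquired by 488 nm laser-scanning cytometry on HeLa lamin A-EGFP minigene reporter cells. Compound incubation 48 hrs at 37 °C in Opti-MEM with 2% FBS; DMSO 0.5% final.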
GAA inh: inhibitors of human lysosomal alpha-glucosidase; Potency, µM (titrated, usually from 76.9 µM), without a hit: top-dose activity change, negative = inhibition, actives largely listed as inhibitors; P10253; 200,000 compounds, 0.005% hits; AID 1466; purified human GAA, 4-MU-alpha-glucoside fluorescence;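 also: potency is read from the fitted curve at half-maximal effect; plate controls were uninhibited enzyme wells for no effect and no-enzyme background for full effect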
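Read-out is 4-methylumbelliferone fluorescence (Ex 365/Em 440 nm) after NaOH/glycine stop at pH 10. Enzyme 4 nM, substrate 400 uM, pH 5.0 citrate buffer, 20 min room temperature; AC50 from Hill-equation concentration-response.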
CBFb RUNX1 block: CBF-beta/RUNX1 interaction disruption. AlphaScreen CBFb-His/RUNX1-biotin binding, biochemical. Potency, µM (series often up to 59.8 µM), for inactives: at the top dose activity, negative = inhibition, usual class: inhibitors. 230,000 tested, under 10 active; also: % of control where 0% means no effect
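Bead-based AlphaScreen assay; binding partners His-tagged CBF-beta and biotinylated RUNX1 at 30 nM each. Compound exposure 15 min after a 20-min protein preincubation; bead step 90 min; all steps at room temperature.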
GAA glycogen mod: GAA glycogen-cleavage inhibition or activation; P10253; recombinant GAA, glycogen substrate, Amplex Red glucose oxidase fluorescence; Potency, µM (doses to about 76.4 µM), inactives show at the top dose activity change, negative = inhibition, usual class: inhibitors; 300,000 compounds, 0.38% hits;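 also: potency is read from the fitted curve at half-maximal effect; 0% = full enzyme reaction and -100% = no-enzyme basal signal; the screen sought inhibitors and activators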
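Recombinant enzyme (4 nM final) with compounds titrated up to 77 uM and bovine liver glycogen (30 ug) in citrate pH 5.0, 0.01% Tween-20, 37 C 40 min. Released glucose detected by Amplex Red/glucose oxidase (Ex 573/Em 610); AC50 from Hill fits.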
HTT cytoprotect: Huntington cell model cytoprotection by ATP luminescence | PC12 HTT-Q103 induced, cytoprotection, ATP luminescence, 40 h | Potency, µM (top dose mostly 56.4 µM), for the others: cytoprotection (ATP increase), actives largely listed as activators | AID 1471 | 230,000 compounds, 0.14% hits;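 also: potency is read from the fitted curve at half-maximal effect; % of control where 0% means no effect; nearly all actives have a fitted effect of over 45% in size; toxic huntingtin expression switched on by the ecdysone agonist tebufenozide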
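PC12 cells with ecdysone-inducible HTT exon 1 Q103-GFP, induced with 100 nM tebufenozide and co-treated with library compounds in a dose series (1536-well, 1500 cells/well). Cytoprotection read as ATP content by ATPlite luminescence.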
Numbers without * were called inactive; u = inconclusive; x = no result given; [ ] = dose if it differs, or a comment. Unless noted, calls follow the shape of the dose curve; as a rule, active = well fitted curve in the direction sought with a large enough effect; inconclusive = small, poorly fitted or top-dose-only effect, or another doubt; inactive = no such curve, though single readings can be large; an effect the other way counts as inactive or inconclusive.

SMILES	aGlu spleen mod	HttQ103 aggreg	Lamin A splicing	GAA inh	CBFb RUNX1 block	GAA glycogen mod	HTT cytoprotect
COc1ccccc1NC(=S)NC(=O)c1c(-c2ccccc2Cl)noc1C	8.0%	-0.4%	x	10.6%	-5.3%	2.8%	5.3%
CCN(C(=O)c1cc2ccccc2o1)C12CC3CC(CC(C3)C1)C2	5.2%	-22.1%	x	-11.7%	-12.2%	-1.0%	-3.9%
CC(C)c1ccccc1NC(=O)COC(=O)CNC(=O)c1ccc(Br)cc1	2.0%	-2.8%	-4.9%	-1.2%	2.5%	12.5%	19.6%[1.9 µM]
O=S(=O)(NCc1ccc2c(c1)OCO2)c1cnc[nH]1	-12.4%	14.7%	3.1%	0.2%[15.4 µM]	0.7%	9.6%	-5.0%
O=C(CN1CCN(C/C=C/c2ccccc2)CC1)NCc1ccc(Cl)cc1	-1.4%	12.9%[9.22 µM]	x	x	2.2%	7.9%	20.2%[10 µM]
O=C(CC12CC3CC(CC(C3)C1)C2)NCC(c1ccc(F)cc1)N1CCOCC1 (stereo not drawn)	-2.6%	17.1%	-7.0%[46 µM]	1.1%	6.8%	-0.1%	13.8%[10 µM]
O=Cc1cccn1-c1cccnc1	-0.2%	19.4%[9.22 µM]	15.2%[46 µM]	4.1%	3.8%	13.6%	39.2%[10 µM]
O=C(CSc1nnnn1C1CCCCC1)N1CCc2ccccc21	2.4%	8.7%	-0.8%	-9.3%	2.8%	3.6%	-3.8%
O=C(c1cnn2ccccc12)N1CCCc2ccccc21	5.3%	-5.0%	6.1%	1.9%	1.0%	-8.0%	-3.9%
Cc1cc(NC(=O)CCN2C(=O)/C(=C\c3ccccc3Cl)SC2=S)no1	3.4%	-13.0%	x	-3.5%	3.5%	-21.1%	-22.9%
CCOc1cc(C2C(C(=O)c3ccc(C)o3)=C(O)C(=O)N2CCc2ccccc2)ccc1O (stereo not drawn)	-13.4%	4.9%	-3.5%	5.6%	-5.9%	u	-0.9%[10 µM]
CC(C)(C)NCCOc1ccc(Br)cc1	-6.7%	-2.4%	0.6%	-4.4%	-2.6%	-0.7%	-8.5%
Cc1cc(C)c2cc(C(=O)N3CCC(C(=O)c4ccc(F)cc4)CC3)[nH]c2c1	-10.4%	8.5%[9.22 µM]	x	x	-8.9%	-17.2%	-13.5%[10 µM]
N#Cc1c(C#N)c(-c2ccccc2)n(-c2ccccc2)c1N	4.9%	21.0%	u	-1.5%	-10.7%	4.8%	-26.3%
Cn1c(CCCOc2ccc(Cl)cc2Cl)n[nH]c1=S	4.5%	15.8%[9.22 µM]	-12.2%[46 µM]	u	-0.6%	1.7%	40.6%[10 µM]
COc1ccccc1-n1c(=S)[nH]c2c(sc(=S)n2-c2ccccc2C)c1=O	-2.3%	-4.2%	x	-2.5%	-0.3%	-5.0%	-30.7%[inhibitor]
NC1=NC(=O)S/C1=C\c1ccc(F)cc1	6.9%	u	x	-14.7%	-18.3%	-2.6%	-14.8%
COc1ccc(Nc2ncc3c(n2)CC(c2ccc(OC)cc2)CC3=O)cc1 (stereo not drawn)	5.6%	-2.7%	6.9%	-5.5%	1.0%	0.7%	-8.0%[0.074 µM]
CNc1cc(-c2ccccc2C(F)(F)F)ncn1	11.0%	x	-4.4%	x	x	x	5.1%
CCOc1ccc(OCC)c(NC(=O)CN2CCN(C(=O)c3ccco3)CC2)c1	-3.0%	15.9%	-9.5%	-14.2%	1.0%	-14.3%	1.6%
COc1ccc2o/c(=N\O)c(C(=O)Nc3ccc(C)cc3)cc2c1	7.4%	-1.7%[9.22 µM]	17.7%[46 µM]	13.5%	1.1%	-7.5%	18.0%[10 µM]
CN(C)S(=O)(=O)c1cccc(NC(=O)c2cc(-c3cccs3)nn2-c2ccccc2)c1	-1.6%	-10.4%	14.5%	2.7%	8.3%	-4.2%	-2.6%[0.074 µM]
O=C(COc1ccc(Cl)cc1)N/N=C/CCc1ccccc1	2.8%	-4.4%	11.9%	-0.9%	-4.0%	-0.3%	2.9%
Cc1[nH]c2c([N+](=O)[O-])cccc2c1C	-1.9%	-5.3%[9.22 µM]	x	-5.7%	-24.6%	3.9%	4.3%[10 µM]
O=C(NCCc1ccccc1)c1ccccc1NS(=O)(=O)N1CCCC1	-4.8%	u	0.7%	u	3.2%	-2.8%	4.7%
O=C(CN1C2=NCCN2c2ccccc21)c1ccc(Br)cc1	-7.7%	14.4%	-14.2%	-4.4%	-9.3%	11.3%	-15.9%[10 µM]
CCC(C)(C(=O)NC1CCCC1)N(Cc1ccco1)C(=O)Cc1cccs1 (stereo not drawn)	3.5%	31.7%	u	9.8%	-2.4%	1.5%	35.1%
Cc1ccc(OCC(=O)NCC(=O)Nc2ccc(F)cc2)c([N+](=O)[O-])n1	-1.7%	-2.7%	8.9%	6.9%	1.4%	-1.2%	x
CC(C)NC(=O)NC(=O)COC(=O)/C=C/c1ccc2c(c1)OCO2	-15.0%	-11.4%[9.22 µM]	x	x	24.1%	-14.5%	-5.0%[10 µM]
COc1ccc(N2CCN(C(=O)c3csc4ccccc34)CC2)cc1	-10.9%	-1.0%	3.5%	-1.4%	-13.1%	-2.6%	-16.9%
NO	1.5%	x	-1.6%	x	-6.5%	x	-7.5%[1.9 µM]
O=C(CNC(=O)c1cccs1)c1ccc(F)cc1	-14.4%	-5.6%	-4.9%	-0.8%	5.2%	-6.9%	3.1%[10 µM]
Cc1cc(/C=C(\C#N)C(=O)NC2CCCCCC2)c(C)[nH]1	-1.2%	-4.9%	-7.2%	-3.9%	11.9%	-1.4%	x
COc1ccc(/C=N/NS(=O)(=O)c2ccccc2)cc1OS(=O)(=O)c1ccc(C)cc1	2.9%	-1.5%	u	-16.2%	-6.3%	-6.3%	3.1%
CCC(=O)Nc1cccc(NC(=O)c2ccc3c(c2)OCO3)c1	1.1%	3.4%	-7.0%	-9.7%	14.7%	1.1%	0.2%[10 µM]
CCCCNC(=O)n1c(SC)nc2ccccc21	-6.6%	-0.5%[9.22 µM]	4.1%	2.9%	3.5%	2.4%	23.5%

Random excerpt: 2 entries already listed, in no set order.
SMILES	aGlu spleen mod	HttQ103 aggreg	Lamin A splicing	GAA inh	CBFb RUNX1 block	GAA glycogen mod	HTT cytoprotect
CCCCNC(=O)n1c(SC)nc2ccccc21	-6.6%	-0.5%[9.22 µM]	4.1%	2.9%	3.5%	2.4%	23.5%
CCC(C)(C(=O)NC1CCCC1)N(Cc1ccco1)C(=O)Cc1cccs1 (stereo not drawn)	3.5%	31.7%	u	9.8%	-2.4%	1.5%	35.1%

The results go on.
SMILES	aGlu spleen mod	HttQ103 aggreg	Lamin A splicing	GAA inh	CBFb RUNX1 block	GAA glycogen mod	HTT cytoprotect
C/C(=N\NC(=O)c1cccc(Cl)c1)c1cccc(NC(=O)C(C)C)c1	-7.4%	6.3%	0.8%	1.9%	0.4%	-8.9%	-15.2%
Cc1ccc(C2=NC(C)(C)N=C2SCC(=O)Nc2ccc(Cl)cc2)cc1	-4.3%	4.6%[9.22 µM]	-17.1%	-8.6%	-21.5%	-8.5%	2.7%
CCN(CC)CCc1c(C)[nH]c(C(=O)OCc2ccccc2)c1C	-7.1%	-13.9%[9.22 µM]	5.9%	-6.1%	-3.1%	4.5%	17.4%
C/C(=N\O)C(C)Oc1ccc(Cl)cc1 (stereo not drawn)	4.0%	-5.3%	19.7%[46 µM]	-6.3%	11.9%	-4.3%	0.0%[10 µM]
CCOC(=O)c1sc(-n2[nH]c(C)cc2=O)nc1C	-14.0%	16.0%	2.1%	1.0%	-9.9%	-18.0%	-24.5%
CC[n+]1ccc(C)c2cc(P(=O)(c3ccccc3)c3ccccc3)ccc21	-1.4%	-6.9%	x	2.5%	u	-4.5%	-28.1%
Cc1cc(NCc2ccco2)n2ncnc2n1	0.9%	2.9%	-4.5%	-11.2%	0.3%	12.4%	22.9%[10 µM]
Cc1ccc(CNc2oc(-c3cccs3)nc2C#N)cc1	6.8%	-13.8%	-17.9%	u	-5.4%	22.4µM*	17.1%[10 µM]
Nc1ccc2cc3ccccc3cc2c1	-11.4%	x	x	x	u	x	2.3%
CN(C)S(=O)(=O)NCc1ccc2c(c1)OCO2	-16.2%	-3.9%	1.2%	-6.2%	-2.3%	3.2%	-7.9%
CCOc1cc(NC(=S)Nc2ccc(Cl)cc2)c(OCC)cc1NC(C)=O	4.8%	10.2%[9.22 µM]	6.2%[46 µM]	u	-1.8%	u	18.4%[10 µM]
CCC1(C)N=C(N)Nc2nc3cc(C)c(C)cc3n21 (stereo not drawn)	-4.3%	6.6%[9.22 µM]	x	x	1.8%	2.6%	26.3%[10 µM]
Cc1ccc(S(=O)(=O)N2CCC(=O)N([C@H](COCc3ccc(Cl)cc3)Cc3ccccc3)CC2)cc1	-1.2%	x	x	x	18.9%	x	-17.7%[40.3 µM]
Oc1ccc(/C(Cc2ccc3ccccc3n2)=N\Nc2ccccc2)c(O)c1	4.1%	-2.7%	x	1.2%	-22.9%	u	-29.8%
Cc1cc(C)c(NC(=O)CN2C(=O)NC(Cc3ccccc3)C2=O)c(C)c1 (stereo not drawn)	1.2%	-1.6%[9.22 µM]	x	6.7%[15.4 µM]	5.6%	1.3%	-3.0%[10 µM]
CC12CCC(C(=O)N3CCN(c4ncccn4)CC3)(c3nc4ccccc4nc31)C2(C)C (stereo not drawn)	-3.8%	7.5%	-23.0%	-10.0%	3.9%	-12.2%	-0.9%
COCCCNC(=O)CNC(=S)N(Cc1ccc(F)cc1)C1CCCCC1	1.4%	-9.7%	7.3%	-8.1%	1.8%	-2.3%	-1.9%
N#Cc1c2c(c(=S)n(-c3ccccc3)c1N)CCCC2	-0.6%	u	-4.2%	-2.1%	-7.1%	1.6%	4.5%[10 µM]
CC1(C)CC(=O)C2=C(C1)NC(=O)CC2c1ccccc1F (stereo not drawn)	-1.4%	-2.2%	5.3%	-5.6%	5.3%	2.7%	-16.1%
O=C(Nc1ncn[nH]1)c1ccc([N+](=O)[O-])cc1[N+](=O)[O-]	-5.1%	11.6%	4.8%	0.8%	-14.0%	7.8%	-39.7%[inhibitor]
Cc1ccc(C)c(NC2=C(Cl)C(=O)OC2OC(C)C)c1 (stereo not drawn)	3.4%	-3.0%	-2.6%[9.22 µM]	4.1%	5.1%	1.0%	4.9%
NC(=O)C1C(c2ccccc2)=C1c1ccccc1	5.6%	11.1%	u	2.5%	0.4%	-3.3%	0.7%

Screens (PubChem)
